# Screening data as filed in PubChem.
# KOR beta-arrestin-1: kappa opioid receptor activators – cell-based, luminescence, uHTS, primary screen (AID 1777) | KOR beta-arrestin recruitment, luminescence; higher % means a stronger effect | activation, % at 10 µM, or EC50 in µM where a hit was titrated | hit rate 0.02% among 280,000; in the data active = activation above about 50%, passing the limit was not always enough; note: a part of the inactive calls stands beside numbers as strong as those of hits
# West Nile virus CPE: West Nile virus antiviral activity, cell-based, CPE readout (AID 1621) | West Nile virus-infected cells, CPE inhibition; higher % means a stronger effect | one-dose CPE inhibition, % at 10 µM; IC50 in µM for titrated hits | hit rate 0.02% among 290,000; in the data active = a potency from the dose series; inconclusive = CPE inhibition mostly from about 3.7% at the one dose, without a potency; inactive = the rest, 99 in 100 with CPE inhibition below about 2.2%; note: strong numbers were not always called active
# PhoP inhibition: inhibitors of PhoP regulon expression, primary screen, Salmonella Typhimurium, GFP reporter (AID 1863) | hit rate 0.16% among 300,000 | inhibition, % at 50 µM; hits with a dose series show IC50 in µM | S. Typhimurium PhoP-regulated promoter GFP reporter, 4 h; higher % means a stronger effect;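 active = inhibition over 29.93%, a cutoff 3 SD above the screen mean, later confirmed by dose response; inconclusive = inhibition over 29.93% but no dose response follow-up; inactive = inhibition at most 29.93% or unconfirmed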;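 note: 0% = low Mg2+ inducing control and 100% = high Mg2+ repressing control; strong numbers were not always called active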
# GPR55 beta-arrestin: GPR55 agonists via beta-arrestin recruitment, primary screen, imaging, U2OS cells, beta-arrestin-GFP redistribution (AID 1961); U2OS GPR55 beta-arrestin-GFP redistribution imaging; higher % means a stronger effect; activation, % at 10 µM; hits with a dose series show EC50 in µM; hit rate 0.048% among 290,000;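 active = activation above 40% with more than 50 cells counted in the well; inconclusive = wells holding fewer than 50 cells, flagged as toxic or sparse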;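 note: U2OS osteosarcoma cells stably expressing GPR55 and beta-arrestin-GFP; plate controls were DMSO negative control for no effect and LPI positive control for full effect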
# GPR35 antagonists: inhibition of zaprinast-stimulated GPR35 beta-arrestin translocation – imaging, U2OS, beta-arrestin-GFP, zaprinast agonist, primary screen (AID 2058); U2OS GPR35 beta-arrestin-GFP translocation imaging, zaprinast antagonism; higher % means a stronger effect; hit rate 0.052% among 290,000; inhibition, % at 10 µM, or IC50 in µM where a hit was titrated;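 active = inhibition of at least 50% with at least 30 cells and total cytoplasm GFP at most 10,000,000; inconclusive = under 30 cells or total GFP of 10,000,000 plus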
# GPR55 antagonists: GPR55 antagonists blocking LPI-driven arrestin recruitment, primary screen, imaging, U2OS, beta-arrestin-GFP, LPI agonist (AID 2013). U2OS GPR55 beta-arrestin-GFP translocation imaging, LPI antagonism; higher % means a stronger effect. inhibition, % at 10 µM; hits with a dose series show IC50 in µM. hit rate 0.13% among 290,000;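 active = spots per cell inhibited over 60%, with over 100 cells counted and total cytoplasm intensity under 500,000; inconclusive = wells with under 100 cells, flagged as likely toxic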;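 note: U2OS cells stably carrying GPR55 and arrestin-GFP stimulated by 5 µM LPI near EC80; imaged beta-arrestin-GFP aggregate spots per cell after agonist stimulation; plate controls were LPI-stimulated DMSO wells for no effect and DMSO wells without LPI for full effect; some results filed as inactive read as strong as hits; confirmed hits need IC50 under 10 µM and bright autofluorescent wells are also inconclusive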
# T cell modulator: T cell immune modulators affecting CD8 T cell-vesicle binding. hit rate 0.068% among 330,000. AID 2052. calls only at 7 µM. 2C CD8+ T cell-vesicle binding, flow cytometry; hits give low values;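 active = response, share of CD8 T cells binding vesicles, and their 90th percentile fluorescence all below set limits, cut at about 80% in these data, passing the limit was not always enough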
#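 Benchmarks: naked versus QL9-loaded vesicles / Assay system: purified 2C TCR transgenic mouse naive CD8+ T cells / Technique: high-throughput flow cytometry with anti-B7-1 and anti-CD8 staining / Timing: Cell–vesicle co-incubation 1.5 h at 37 °C, staining 20 min on ice / Read-out: percent CD8+ FL2 mean versus row control / Probe or stimulus: QL9-loaded Drosophila micro-vesicles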
# NTR1 agonist: NTR1-driven beta-arrestin-GFP spot formation – imaging, U2OS cells, high content, primary screen (AID 493036). activation, % at 20 µM. hit rate 0.17% among 330,000. P30989. agonist mode;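 active = activation at or above 40% of the spot to cytoplasm intensity ratio, with at least 20 cells analyzed; inconclusive = wells under 20 cells, flagged as cytotoxic or low count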;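 note: 0% = DMSO without peptide and 100% = 100 nM NTR1 peptide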
# Target sequence (P30989 whole entry, looked up): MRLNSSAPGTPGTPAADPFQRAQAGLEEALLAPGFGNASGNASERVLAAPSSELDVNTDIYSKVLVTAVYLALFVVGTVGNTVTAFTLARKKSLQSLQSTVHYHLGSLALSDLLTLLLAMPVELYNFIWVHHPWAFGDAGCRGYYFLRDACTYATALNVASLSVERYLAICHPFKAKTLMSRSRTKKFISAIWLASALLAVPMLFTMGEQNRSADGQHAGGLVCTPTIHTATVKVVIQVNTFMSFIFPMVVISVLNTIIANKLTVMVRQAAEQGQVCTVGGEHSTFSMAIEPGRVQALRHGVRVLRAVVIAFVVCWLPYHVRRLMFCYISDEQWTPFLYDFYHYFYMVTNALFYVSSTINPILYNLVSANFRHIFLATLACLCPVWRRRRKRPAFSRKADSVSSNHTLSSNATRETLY
# KOR beta-arrestin-2: kappa opioid receptor blockers – cell-based, luminescence, uHTS (AID 1778) | hit rate 0.091% among 290,000 | KOR beta-arrestin recruitment, luminescence, antagonist mode; higher % means a stronger effect | inhibition, % at 10 µM; hits with a dose series show IC50 in µM; in the data active = inhibition above about 50%; note: strong numbers were not always called active
# T cell modulator vesicle-bound %: recorded beside T cell modulator, whose call it bears; double positive events, %; measured here: CD8+ vesicle-bound cell fraction;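 binding gate set so that unloaded-vesicle control wells show 10% double positive cells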
# NTR1 agonist cell count 20 µM: recorded beside NTR1 agonist, whose call it bears; cell count; measured here: cell count, cytotoxicity flag
# An asterisk follows results filed as active; i = inactive; u = inconclusive; x = not tested or not shown; [ ] = another dose, or the depositor's remark.
SMILES,KOR beta-arrestin-1,West Nile virus CPE,PhoP inhibition,GPR55 beta-arrestin,GPR35 antagonists,GPR55 antagonists,T cell modulator,T cell modulator vesicle-bound %,NTR1 agonist,NTR1 agonist cell count 20 µM,KOR beta-arrestin-2
CC(=O)CSc1nnc(Cc2ccc3c(c2)OCO3)o1,-3.8%,0.3%,1%,-0.2%,-11%,-3%,i,35,-0.9,93,0%
Brc1ccc(-c2cnc3n2CCCC3)cc1,4.8%,-0.2%,13%,-0.3%,0%,16%,i,46,-0.9,55,-2%
Cc1ccc(N2C(=O)CC(Cc3ccc(Cl)cc3)C2=O)cc1 (stereo unspecified),2.4%,0.1%,6%,0.0%,-7%,0%,i,67,0.0,70,-56%[20 µM]
CCCCc1nc2n[nH]c(N)c2c2c1CSC(C)(C)C2,-3.9%,0.3%,7%,0.0%,1%,-3%,i,7,1.8,49,-19%
Cc1ccc(F)c(NC(=O)c2c(-c3ccccc3)noc2C)c1,-2.9%,-0.7%,2%,0.0%,20%,7%,i,12,0.1,73,11%
O=C(NCC1CCCCC1)C1(CC2CC(c3cccc(Br)c3)=NO2)CCNCC1 (stereo unspecified),1.5%,-2.0%,2%,-0.1%,1%,33%,i,22,10,57,-28%[20 µM]
O=C(COC(=O)CNC(=O)c1ccc(-c2ccccc2)cc1)NCc1ccco1,6.8%,0.2%,-5%,0.0%,-11%,-4%,i,6,1.3,64,-80%
COc1cc(C2CC(=O)Nc3ccccc3S2)cc(OC)c1OC (stereo unspecified),-1.5%,0.6%,-9%,0.2%,-9%,1%,i,30,0.7,79,5%
CCOC(=O)N1CCN(c2nc3ccccc3n3cnnc23)CC1,-1.3%,0.2%,-8%,-0.1%,-1%,8%,i,34,4.0,68,19%
CCc1ccc(CCC(=O)Nc2ccc(S(N)(=O)=O)cc2)o1,1.6%,-0.4%,15%,0.2%,20%,2%,i,37,0.8,81,-18%
Cc1ccc(C(=O)NC(=S)Nc2ccc(NC(=O)c3cccs3)cc2)cc1[N+](=O)[O-],37%,0.1%,-2%,0.3%,-7%,9%,i,5,6.3,62,-14%
CCOc1cc(/C=N/NC(=O)c2ccncc2)cc(Cl)c1OS(C)(=O)=O,0.9%,-0.1%,0%,0.8%,-10%,-2%,i,48,1.8,98,x
CCOc1cccc(/C=C/C(=O)O)c1,-9.1%,0.4%,-9%,0.9%,4%,7%,i,30,-1.4,55,6%
COc1ccc2c(c1)O[C@@H](c1cccc(C(F)(F)F)c1)[C@H](O)C2=O,0.8%,x,2%,-0.3%,6%,2%,i,28,-2.5,96,-36%
Cc1ncoc1C(=O)NCCC(c1ccccc1)c1ccccc1,-1.2%,-1.0%,11%,-0.6%,12%,-2%,i,41,-1.9,55,-29%
O=[N+]([O-])/C=C1\C=CC=CN1Cc1ccc(Cl)cc1,-0.3%,-0.5%,17%,0.0%,-9%,2%,i,57,-1.3,47,4%
COC(=O)c1[nH]c2ccc(C)cc2c1NC(=O)Oc1ccccc1,-12%,-0.3%,-1%,-0.1%,-2%,-3%,i,56,1.4,63,16%
Cc1cc(C)cc(C(=O)OCC(=O)NCC(F)(F)F)c1,-0.4%,0.6%,9%,-0.2%,-3%,4%,i,34,1.0,59,23%
CCCCOc1ccc(C(C)(O)CCN2CCOCC2)cc1 (stereo unspecified),-3.7%,-0.3%,-4%,-0.3%,-8%,1%,i,50,0.0,64,17%
O=C(CSc1n[nH]c(=O)[nH]c1=O)NC1CCCCC1,6.7%,0.1%,-5%,0.0%,-6%,-11%,i,36,1.2,52,40%
O=P(c1ccccc1)(c1ccccc1)c1nc(-c2ccccc2)oc1NCc1ccccc1,1.7%,0.5%,-9%,-0.2%,2%,2%,i,27,5.2,39,-69%
CCN(CC)CCN1C(=O)C2C(C(=O)Nc3ccc(Br)cc3)C3C=CC2(O3)C1C(=O)NC1CCCCC1 (stereo unspecified),2.3%,-0.8%,-3%,-0.1%,26%,6%,i,43,-0.1,49,-55%
CCO[C@@H]1OC(C(=O)NCc2ccccc2)=C[C@H](c2ccc(C(F)(F)F)cc2)[C@H]1CCCO,4.8%,0.1%,-12%,0.9%,-29%,14%,x,x,7.1,41,0%
CN(NC1CC(=O)N(c2ccccc2)C1=O)c1ccccc1 (stereo unspecified),0.6%,-0.2%,1%,-0.1%,-5%,6%,i,32,x,x,23%
c1ccc(-n2c3ccccc3c3ccccc32)cc1,-1.9%,-0.5%,-2%,0.3%,8%,7%,i,28,1.4,42,3%
O=S(=O)(c1ccc(S(=O)(=O)N2CCN(C/C=C/c3ccccc3)CC2)cc1)N1CCCC1,-4.9%,0.2%,32%,-0.3%,-18%,7%,i,38,-3.2,62,11%
COc1ccc(N2CCN(S(=O)(=O)c3ccc(Br)s3)CC2)cc1,-0.7%,0.3%,-2%,-0.2%,14%,0%,i,21,2.7,78,-6%
COc1ccccc1CNC(=O)C1Cc2cc(S(=O)(=O)N3CCCC3)ccc2N1C(C)=O (stereo unspecified),-1.6%,0.8%,0%,0.2%,14%,-1%,i,7,-0.4,43,7%
COc1ccc(-c2cnnc(N/N=C/c3ccc(O)cc3)n2)cc1,-6.4%,u,8%,2.0%,-4%,-8%,i,60,0.7,50,-28%
O=c1[nH]c(-c2cccs2)nc2ccccc12,-0.4%,-0.1%,11%,0.0%,6%,-1%,i,35,-2.9,80,7%
CC(=O)Nc1ccc(S(=O)(=O)NCCC(=O)OC(C)C(=O)c2ccc(C)cc2)cc1 (stereo unspecified),11%,0.2%,-3%,-0.2%,-1%,-8%,i,55,0.4,53,-42%
COc1ccc(C2(C(=O)NCCN3CCOCC3)CCOCC2)cc1,-1.2%,1.1%,1%,-0.2%,-6%,22%,i,31,1.3,46,16%
O=C1CC(=O)N(CCc2ccccc2)C(=O)N1CCc1ccccc1,7.2%,1.4%,10%,0.2%,11%,13%,i,13,-1.2,85,2%
Nc1c(C(=O)c2ccccc2)sc2c1c(=O)[nH]c(=O)n2-c1ccccc1,-0.2%,-0.4%,-9%,-0.1%,2%,-3%,i,52,9.0,66,30%
Cc1cc(C)c(C(=O)COC(=O)c2ccc(NC(=O)CC#N)cc2)cc1C,-3.5%,-0.2%,-5%,0.8%,-9%,-2%,i,18,3.1,58,11%
CC1(CC(=O)O)SC(=O)NC1=O (stereo unspecified),3.4%,0.2%,-5%,-0.1%,14%,-8%,i,6,-1.8,70,-38%
Cc1cc(Cl)ccc1OCCCC(=O)Nc1cccc(-n2cnnn2)c1,-2.2%,0.4%,5%,0.2%,6%,7%,i,34,3.2,44,-5%
CCCCNc1ccc(C(CC(N)=O)NC(=O)Cc2ccc(Br)cc2)cc1[N+](=O)[O-] (stereo unspecified),1.7%,-0.1%,4%,-0.1%,2%,2%,i,21,-0.5,92,37%
Cc1cc(/C=N/Nc2nc(N)ncc2[N+](=O)[O-])c(C)n1-c1cccc(C(F)(F)F)c1,-1.3%,0.3%,0%,-0.1%,5%,3%,i,5,7.3,64,-15%
Cc1ccccc1-n1c(=O)cc(N2CCc3ccccc3C2)[nH]c1=O,0.8%,0.9%,-6%,0.2%,11%,6%,x,x,1.3,81,4%
CCOC(=O)N/N=C1\CCS(=O)(=O)c2ccc(Cl)cc21,-1.4%,0.6%,-4%,-0.2%,6%,-5%,i,38,0.8,57,-5%
COc1ccc(/C=C/C(=O)Nc2ccc(S(=O)(=O)Nc3cc(C)nc(C)n3)cc2)cc1OC,-3.5%,0.1%,12%,-0.1%,-2%,-14%,i,44,-0.4,38,-10%
NS(=O)(=O)c1ccc(CNC(=O)/C=C/c2ccc(S(=O)(=O)N3CCOCC3)cc2)cc1,2.0%,0.2%,-4%,-0.1%,9%,5%,i,8,0.0,48,-5%
O=C(Nc1ccc(NC(=O)c2ccco2)cc1)c1ccc2c(c1)OCCO2,-6.1%,1.4%,-7%,-0.3%,-6%,-2%,i,31,-1.3,82,-10%
Cc1ccc(-c2csc(N(C)C(=O)c3c(C)nn(-c4ccccc4)c3Cl)n2)cc1,1.3%,0.3%,0%,0.9%,15%,-5%,i,5,1.6,55,-52%
COCCN1C2=C(COC(C)(C)C2)C(=S)NC1c1ccccc1 (stereo unspecified),10%,-0.2%,-10%,0.0%,-18%,-8%,i,26,1.0,52,19%
O=c1/c(=C/c2ccc([N+](=O)[O-])cc2)sc2n1CCCN=2,-2.7%,0.1%,0%,0.0%,16%,23%,i,54,-0.4,39,8%
CCCn1c(N)c(C(=O)COC(=O)CCS(=O)(=O)c2ccc(C)cc2)c(=O)[nH]c1=O,-1.6%,1.6%,-2%,0.3%,9%,2%,i,16,1.5,43,-8%
Cc1ccc(C)c(OCC(O)CN2CCC(CN3C(=O)c4cccc5cccc(c45)C3=O)CC2)c1 (stereo unspecified),21%,2.5%,-4%,0.0%,-9%,22%,i,42,28,41,-35%
CCc1ccc(N(C(C)=O)c2nc(CCl)cs2)cc1,0.8%,-0.6%,1%,-0.1%,-4%,-3%,i,12,2.7,32,-42%
COC(=O)c1c(NC(=O)CSc2n[nH]c(N)n2)sc(C)c1C,-2.3%,1.0%,3%,0.3%,13%,-3%,i,16,3.9,68,4%
CSc1n[nH]c(NCc2ccccc2)n1,-3.9%,0.1%,6%,0.3%,8%,3%,i,54,0.3,65,22%
Cc1ccc(C)c(CN2CCCN(Cc3cc(C)ccc3C)S2(=O)=O)c1,0.8%,-0.9%,14%,0.0%,3%,-2%,i,42,6.0,82,-12%
